Bioassay records as filed in PubChem BioAssay.
Pin1 inh – blocks the human prolyl isomerase Pin1; Q13526; Pin1 FP peptide displacement, HiFluor488, 10 min; 0.009% of 390,000 active; Potency, µM (titrated, usually from 115 µM), inactives show top-dose activity, negative = inhibition, hits mostly inhibitors; active = well fitted inhibition curve with a large enough effect in the polarisation, with a control signal flat, not every such curve was filed as active; inconclusive = small, poorly fitted or top-dose-only effect, or effect the other way, or a change in a side signal; inactive = no such curve, though single readings can be large or run the other way; the % refers to the polarisation; also: potency is read from the fitted curve at half-maximal effect; % is scaled to controls: 0 for no effect and ±100 for the full control effect
Target sequence (Q13526 whole entry, looked up): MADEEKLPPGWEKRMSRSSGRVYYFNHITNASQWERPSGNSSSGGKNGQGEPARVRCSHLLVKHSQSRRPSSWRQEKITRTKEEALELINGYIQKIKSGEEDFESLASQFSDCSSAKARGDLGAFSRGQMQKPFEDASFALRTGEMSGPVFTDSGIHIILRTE
IDH1 R132H inh – human IDH1 R132H inhibition; O75874; 0.093% of 390,000 active; Potency, µM (doses to about 76.6 µM), inactives show top-dose activity change, negative = inhibition, usual class: inhibitors; AID 602179; IDH1-R132H enzyme, NADPH consumption, diaphorase/resazurin fluorescence; also: potency is read from the fitted curve at half-maximal effect; % is scaled to controls: 0 for no effect and ±100 for the full control effect; nearly all actives have a fitted effect of over 65% in size
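IDH1-R132H (0.5 ug/mL dispensed) in pH 7.5 Tris buffer was preincubated 30 min with compound, then given a substrate mix of 0.016 mM NADPH and 2 mM alpha-KG for 80 min at room temperature; remaining NADPH was read by diaphorase/resazurin fluorescence.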
USP1-UAF1 inh – inhibitors of human USP1/UAF1 deubiquitinase. 0.23% of 390,000 active. AID 743255. Potency, µM (series often up to 57.1 µM), inactives show top-dose activity change, negative = inhibition, usual class: inhibitors. O94782. recombinant USP1/UAF1, Ub-Rhodamine cleavage fluorescence; also: potency is read from the fitted curve at half-maximal effect; % is scaled to controls: 0 for no effect and ±100 for the full control effect; nearly all actives have a fitted effect of over 60% in size; inactives centre near -12
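1 nM enzyme complex + cpd, 15 min RT; start with Ub-Rho 150nM final; kinetic fluorescence ex 480/em 540, 6 reads q60 s. Buffer 50mM HEPES pH 7.8, 0.5mM EDTA, 0.1 mg/ml BSA, 1mM TCEP, 0.01% Tween-20.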
PGK inhibitor – T. brucei PGK inhibition. P07378. PGK/GAPDH coupled, Kinase-Glo luminescence, 60 min. Potency, µM (top dose mostly 57.5 µM), inactives show at the highest dose activity change, negative = inhibition, usual class: inhibitors. 0.043% of 380,000 active. AID 602233; also: potency is read from the fitted curve at half-maximal effect; % is scaled to controls: 0 for no effect and ±100 for the full control effect; nearly all actives have a fitted effect of over 60% in size
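Luminescent ATP detection (Kinase-Glo Plus) follows a 60-minute room-temperature incubation, with wells lacking PGK as controls. Buffer: 100 mM TEA (pH 7.6), 5 mM MgCl2, 0.01% Tween-20. Coupling enzyme GAPDH (100 nM final) supplies unstable 1,3-BPG in-well.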
rTrxR1 inhibitor – inhibitors of rat thioredoxin reductase 1 | O89049 | recombinant rTrxR1, NADPH fluorescence consumption, selenite substrate | Potency, µM (doses to about 114 µM), without a hit: at the highest dose activity change, negative = inhibition, usual class: inhibitors | 1% of 390,000 active | AID 588453; also: potency is read from the fitted curve at half-maximal effect; % is scaled to controls: 0 for no effect and ±100 for the full control effect; nearly all actives have a fitted effect of over 65% in size
Target sequence (O89049 whole entry, looked up): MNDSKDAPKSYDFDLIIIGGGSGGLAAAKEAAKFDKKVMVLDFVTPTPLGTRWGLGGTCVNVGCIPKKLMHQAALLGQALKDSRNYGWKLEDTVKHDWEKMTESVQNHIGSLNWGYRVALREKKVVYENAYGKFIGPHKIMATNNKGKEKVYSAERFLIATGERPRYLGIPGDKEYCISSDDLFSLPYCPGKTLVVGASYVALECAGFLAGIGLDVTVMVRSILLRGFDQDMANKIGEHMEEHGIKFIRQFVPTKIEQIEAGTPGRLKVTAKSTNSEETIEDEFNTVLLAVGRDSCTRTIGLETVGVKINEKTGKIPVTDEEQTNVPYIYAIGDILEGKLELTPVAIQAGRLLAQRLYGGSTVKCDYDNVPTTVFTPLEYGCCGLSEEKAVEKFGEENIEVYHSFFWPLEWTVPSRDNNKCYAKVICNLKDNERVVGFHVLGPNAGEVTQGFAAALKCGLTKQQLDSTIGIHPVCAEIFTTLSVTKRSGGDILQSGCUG
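Rat TrxR1 (90 nM in the dispensed reagent) was pre-reduced with 400 uM NADPH for 5 min at room temperature, then incubated with compound for 15 min. After 400 uM selenite was added, NADPH fluorescence (Ex 340/Em 450 nm) was followed for 8 min.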
GLS inh – blocks human kidney-isoform glutaminase activity; Potency, µM (titrated, usually from 45.5 µM), inactives show at the top dose activity change, negative = inhibition, most hits filed as inhibitors; 0.21% of 410,000 active; O94925; GLS enzymatic activity, qHTS titration; also: potency is read from the fitted curve at half-maximal effect; % is scaled to controls: 0 for no effect and ±100 for the full control effect
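Assay buffer: 45 mM KH2PO4 pH 8.2, 0.02% Tween-20. hKGA acts on L-glutamine (1 mM solution added); product glutamate is reported by an oxidase/peroxidase Amplex Red coupling, with fluorescence taken at baseline and 30 min.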
TrxR1 substrate – rat thioredoxin reductase 1 substrate activity. purified TrxR1 substrate turnover, NADPH consumption readout. Potency, µM (doses to about 114 µM), inactives show at the top dose activity change, negative = substrate turnover. 0.01% of 390,000 active; also: potency is read from the fitted curve at half-maximal effect; % is scaled to controls: 0 for no effect and ±100 for the full control effect; nearly all actives have a fitted effect of over 50% in size
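Rat TrxR1, dispensed at 90 nM, was prereduced with 400 uM NADPH (final) for 5 min at ~22 deg C, then incubated with compound 15 min before 400 uM selenite. A first-read NADPH fluorescence drop versus no-compound background flagged substrates.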
PI4K2A inh – PI4K2A (human) kinase inhibition. activity change, negative = inhibition, % at 76.9 µM. purified PI4K2A, ADP-Glo luminescence, 1 h; stronger effect = lower value. AID 1346378. 0.13% of 420,000 active. Q9BTU6; in the data active = activity change below about -50%; inconclusive = mostly about -30% to -49%;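 also: -100% = wells without enzyme as full effect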
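ADP-Glo luminescence measured ADP generated by PI4K2A enzyme (4 ug/mL before mixing) with 1.2 mM PI substrate (pre-mix) and 300 microM ATP (pre-mix). Tris pH7.5 buffer with MgCl2, Triton X-100; 1 h reaction at ambient temperature.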
HP1b chromo inh – HP1-beta chromodomain-methylated histone interaction inhibition. P83916. AlphaScreen HP1-beta / biotin-H3K9me3 peptide binding. Potency, µM (titrated, usually from 114 µM), without a hit: at the highest dose activity change, negative = inhibition, most hits filed as inhibitors. 0.56% of 390,000 active; also: potency is read from the fitted curve at half-maximal effect; nearly all actives have a fitted effect of over 70% in size; inactives centre near 23
Target sequence (P83916 whole entry, looked up): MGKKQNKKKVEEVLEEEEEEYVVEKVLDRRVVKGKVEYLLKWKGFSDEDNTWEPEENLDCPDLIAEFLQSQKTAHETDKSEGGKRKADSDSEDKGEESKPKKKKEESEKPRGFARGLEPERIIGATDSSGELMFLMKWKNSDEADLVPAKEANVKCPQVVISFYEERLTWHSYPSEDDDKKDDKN
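AlphaScreen: HP1-beta (50 nM) preformed 30 min with biotin-H3(1-18)K9me3 peptide (50 nM) in PBS pH 7.4, 0.01% Tween-20. Compound added for 30 min at RT, then streptavidin donor/nickel chelate acceptor beads (10 ug/mL) for 30 min.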
An asterisk follows results filed as active; i = inactive; ? = inconclusive; · = not tested or not shown; [ ] = dose if it differs, or a comment. Unless noted, calls follow the shape of the dose curve; as a rule, active = well fitted curve in the direction sought with a large enough effect; inconclusive = small, poorly fitted or top-dose-only effect, or another doubt; inactive = no such curve, though single readings can be large; an effect the other way counts as inactive or inconclusive. An excerpt. The share of hits here may be higher or lower than overall.

SMILES	Pin1 inh	IDH1 R132H inh	USP1-UAF1 inh	PGK inhibitor	rTrxR1 inhibitor	GLS inh	TrxR1 substrate	PI4K2A inh	HP1b chromo inh
O=C(COc1ccc([N+](=O)[O-])cc1Cl)NCC1CCCO1 (centres undefined)	2%	-8%	-12%	-2%	5%	-1%	-3%	-6	-12%
O=C(Nc1ncccn1)c1ccc([N+](=O)[O-])cc1	6%	-5%	-19%	-7%	1%[57.1 µM]	-1%	-3%	-8	33%
COc1ccc2oc(=O)c(C(=O)NCCc3c(C)[nH]c4ccc(Br)cc34)cc2c1	-2%	1%	-25%	-6%	11%	6%	8%[11.4 µM]	-5	10%
Cc1cc([N+](=O)[O-])nn1CC(=O)Nc1ccccn1	-3%	10%	2%	-1%	12%[57.1 µM]	23%	5%[57.1 µM]	0	35%
Cc1ccc(NC(=O)Nc2nc3ccccc3s2)cc1NC(=O)Nc1nc2ccccc2s1	20%	-10%	?	-1%	14%[57.1 µM]	0%	1%[57.1 µM]	-1	21%
Cc1cc(C)nc(SCCS(=O)(=O)Cc2ccccc2)n1	-6%	0%	-11%	·	30%	8%	12%	-2	28%
O=C(CCCCCNC(=O)N1CCn2c1nc1ccccc12)NCc1ccccc1Cl	-7%	0%	-8%	-10%	18%	-18%	-2%	4	49%[activator]
COc1ccc(C(=O)Nc2ccc(-n3nncc3-c3ccccc3)cc2)cc1OC	2%	-25%	?	-13%	1%[57.1 µM]	-8%	-3%[57.1 µM]	-7	-12%
O=C(Nc1ccccc1)N1CCCC1c1cccs1 (centres undefined)	-5%	14%	-21%	i	16%	2%	0%	2	39%[activator]
Nc1c(Cl)cc(-c2cn(CCC(=O)O)c(-c3ccc(Cl)nc3)n2)cc1Cl	5%	-2%	-18%	-4%	14%	16%	5%	0	10%
COc1ccc(CCN2CC(C(=O)O)CC2=O)cc1 (centres undefined)	-2%	9%	-10%	-3%	45%[activator]	-5%	20%	0	10%
Cc1ccccc1S(=O)(=O)N(CC(O)CN1C(=O)NC(C)(C)C1=O)c1ccccc1 (centres undefined)	1%	5%	-14%	-1%	13%	6%	0%	7	19%[57 µM]
COC(C(=O)NNC(=O)Cc1ccc(Cl)cc1)c1ccccc1 (centres undefined)	-5%	2%	-2%	3%	13%[57.1 µM]	10%	5%[57.1 µM]	3	40%[activator]
CCc1ccccc1Nc1nn2c(=O)c3ccc(C(=O)Nc4ccc(OC)cc4)cc3nc2s1	-2%	0%	-13%	-8%	20%	7%	-1%	11	3%
COc1ccc(/C=C/C(=O)OCC(=O)NCCC2=CCCCC2)cc1	0%	0%	-24%	-7%	19%	-4%	-1%	4	32%
CCOC(=O)C1(Cc2ccccc2C)CCCN(C(=O)c2ccc(CSC)o2)C1 (centres undefined)	1%	14%	-8%	5%	-18%	8%	0%	3	36%
CCC(C)(C)C1CCC2(CC1)NC(CO)(CO)CO2 (centres undefined)	3%	-1%	11%	-2%	7%	10%	3%	2	16%
CCN(CC)C(=O)N1CCN(C(=O)N(CC)CC)CC1	-4%	5%	-10%	3%	5%[57.1 µM]	-4%	6%[57.1 µM]	-1	33%
Clc1ccc(C2Nc3cccc4cccc(c34)N2)c(Cl)c1	-9%	18%	-26%	-1%	-19%	8%	-1%	-1	?
CO/N=C/C(=N\Nc1ccccc1)C(=O)c1ccccc1	1%	4%	-11%	-3%	22%[57.1 µM]	?	-25%[57.1 µM]	3	-7%
CC[C@]12c3[nH]c4cc(-c5ccco5)ccc4c3CCN1C(=O)[C@@H](CC(=O)NCCc1ccccn1)C[C@@H]2C(=O)N1CCN(C(=O)C2CC2)CC1	28%	2%[38.3 µM]	-28%	0%	-9%	-3%	67%[activator]	-3	34%[activator]
CN(C)CCCNC(=O)/C(=N\O)c1ccccc1	-8%	0%	-12%	-4%	3%	30%	3%	-6	50%[activator]
Cc1ccc(S(=O)(=O)Nc2cccc3c2O[C@H](CN(C)C(=O)Nc2cccc4ccccc24)[C@H](C)CN([C@H](C)CO)C3=O)cc1	40%[activator]	-12%	-19%	-7%	21%	-1%	17%	6	10%
COc1ccc(NC(=O)CN2CCOCC2)cc1	-14%	7%	-11%	-1%	16%	-3%	5%	-1	?
Cc1cccc(Cn2c(SCc3ccc(C(=O)NCc4cccs4)cc3)nc3ccncc32)c1	59%[activator]	-2%	-2%	1%	8%	-4%	3%	-2	43%

Some entries already given, showing only rTrxR1 inhibitor, PI4K2A inh and TrxR1 substrate.
| mol | rTrxR1 inhibitor | PI4K2A inh | TrxR1 substrate |
| --- | --- | --- | --- |
| Cc1cccc(Cn2c(SCc3ccc(C(=O)NCc4cccs4)cc3)nc3ccncc32)c1 | 8% | -2 | 3% |
| CCC(C)(C)C1CCC2(CC1)NC(CO)(CO)CO2 (centres undefined) | 7% | 2 | 3% |

The list goes on.
SMILES	Pin1 inh	IDH1 R132H inh	USP1-UAF1 inh	PGK inhibitor	rTrxR1 inhibitor	GLS inh	TrxR1 substrate	PI4K2A inh	HP1b chromo inh
Cc1cccnc1N(C(=O)Nc1ccccc1)C1=NCC(C)(C)S1	0%	8%	-5%	-4%	3%[57.1 µM]	17%	-5%[57.1 µM]	1	11%
C[C@@]12C(=O)N(CCO)CC(=O)N1[C@H](/C=C/c1ccccc1)[C@@H]1C(=O)N(c3ccccc3)C(=O)[C@@H]12	-6%	0%	3%	-7%	39%[activator]	10%	7%	-6	33%
CCN(Cc1nc(-c2ccc(OC)c(OC)c2)no1)S(=O)(=O)c1ccc(OC)cc1	-1%	·	-7%	·	25%	0%	4%	-3	30%
Cc1cc(=O)oc2cc(OCCSCCN3CCOCC3)ccc12	11%	4%	-8%	-2%	-5%[57.1 µM]	5%	23%[57.1 µM]	6	10%
COc1cc(NS(=O)(=O)c2ccc(OC)c(C)c2C)c(OC)cc1Cl	0%	10%	-19%	2%	9%	9%	-1%	6	24%
COc1ccccc1NC(=O)Nc1ccc(Cc2ccncc2)cc1	3%	-5%	-13%	5%	5%	9%	4%[57.1 µM]	0	13%
CCC(=O)c1ccc(OCC(O)CN2C(=O)NC(C)(C)C2=O)cc1 (centres undefined)	8%	8%	-20%	-5%	12%	3%	5%	-2	65%[activator]
Cc1ccc(NC2CCCN(C(=O)CCC3(C)CC3)C2)cc1C (centres undefined)	-1%	10%	-22%	-2%	-10%	-6%	-9%	2	-18%
CCOC1(OCC)N=C(N)C2(C#N)C(c3cccc(OC)c3OC)C12C#N (centres undefined)	?	4%	-28%	-1%	-25%	-6%	-2%	0	15%
CCc1ccc(C(=O)c2cn(CC(=O)NCc3ccc(C)cc3)c3nc(C)ccc3c2=O)cc1	31%[activator]	-11%	-12%	1%	8%[57.1 µM]	-1%	-3%[57.1 µM]	-1	45%[activator]
Cc1ccc(CC(=O)Nc2ccc(F)c([N+](=O)[O-])c2)cc1	3%	4%	-17%	-10%	-1%	-5%	0%	6	24%
COc1ccc(-c2nc(CSc3nncn4c3cc3sccc34)c(C)o2)cc1OC	0%	17%	-6%	i	8%	-6%	-3%	3	8%
CC(=O)c1c(O)c(C)c(-c2ccccc2)n(-c2ccccc2)c1=O	6%	2%	-19%	i	8%[57.1 µM]	-4%	-4%[57.1 µM]	3	16%
COc1ccc(NC(=S)c2ccncc2)cc1	6%	3%	-13%	-2%	?	3%	?	0	29%
COc1ccc(C(=O)NC(=O)Nc2ncccc2C)cc1	4%	7%	3%	-7%	17%	8%	6%	9	20%
Cc1ccc(NC(=O)Cn2cc(S(=O)(=O)Cc3ccc(F)cc3)c3ccccc32)cc1Cl	3%	-10%	-13%	-12%	7%	-11%	-7%	-15	-30%
CCCCNc1ccc(-c2nc(-c3ccco3)no2)cc1[N+](=O)[O-]	0%	5%	-23%	-4%	-7%	1%	-9%	7	40%[activator]
Cc1c(NC(=O)c2cccs2)cccc1C(=O)O	4%	5%	-20%	0%	-3%	-14%	-3%	-3	43%[activator]
COc1ccc(S(=O)(=O)Nc2ccc(-c3cn4ccsc4n3)cc2)cc1C	20%	15%	-21%	-6%	14%[57.1 µM]	4%	5%[57.1 µM]	-1	21%[57 µM]
COc1ccc(CN2CCCC(C(=O)c3cccc(OC(C)C)c3)C2)cc1Cn1cccn1 (centres undefined)	-8%	-3%	-9%	-2%	-20%	0%	-14%	3	23%
Cc1ccc2c(C)c(C(=O)Nc3c(C)n(C)n(-c4ccccc4)c3=O)oc2c1C	-2%	4%	-4%	-10%	8%	9%	2%	-2	10%
CCNC(=O)COC(=O)c1csc2c1CCCC2	1%	3%	-16%	-6%	-7%	4%	-3%	0	41%[activator]
Cc1ccccc1NC(=O)COc1coc(CN2CCN(Cc3ccccc3)CC2)cc1=O	-5%	1%	1%	-1%	8%	5%	3%	-4	15%
COc1ccccc1NC(=O)c1ccc(C)c(S(=O)(=O)N2CCCCC2)c1	1%	9%	-11%	-13%	-2%	1%	3%	3	38%[activator]
O=C(Nc1cc(N2CCOCC2)ncn1)c1ccc(F)cc1	-4%	12%	-2%	0%	13%[57.1 µM]	8%	11%[57.1 µM]	-10	6%
CCOC(=O)N1CCN(S(=O)(=O)c2ccc(F)c(C(=O)Nc3cccc(C)c3C)c2)CC1	3%	3%	1%	-1%	19%	4%	-1%	-2	13%
